GPR55 LPI antagonism = inhibition of LPI-stimulated GPR55 beta-arrestin translocation – imaging, U2OS, beta-arrestin-GFP, LPI agonist, primary screen (AID 2013); U2OS GPR55 beta-arrestin-GFP translocation imaging, LPI antagonism; higher % means a stronger effect; inhibition, % at 10 µM, or IC50 in µM where a hit was titrated; hit rate 0.13% among 290,000;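 active = spots per cell inhibited over 60%, with over 100 cells counted and total cytoplasm intensity under 500,000; inconclusive = wells with under 100 cells, flagged as likely toxic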;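 note: U2OS cells stably carrying GPR55 and arrestin-GFP stimulated by 5 µM LPI near EC80; imaged beta-arrestin-GFP aggregate spots per cell after agonist stimulation; plate controls were LPI-stimulated DMSO wells for no effect and DMSO wells without LPI for full effect; some results filed as inactive read as strong as hits; confirmed hits need IC50 under 10 µM and bright autofluorescent wells are also inconclusive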
T cell HTS = T cell immune modulation candidate | 2C CD8+ T cell-vesicle binding, flow cytometry; hits give low values | calls only at 7 µM | hit rate 0.068% among 330,000 | AID 2052;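 active = response, share of CD8 T cells binding vesicles, and their 90th percentile fluorescence all below set limits, cut at about 80% in these data, passing the limit was not always enough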
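Read-out – percent CD8+ FL2 mean versus row control · System – murine 2C transgenic CD8+ T lymphocytes · Times – 1.5 h cell–vesicle binding at 37 °C, then 20 min icy labelling · Control set – naked vesicles low, QL9 vesicles with vehicle high · Detection – cytometric PE anti-B7-1 and Alexa647 anti-CD8 signals after 1% paraformaldehyde fixation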
GPR55 activation = GPR55 agonists via beta-arrestin recruitment, primary screen, imaging, U2OS cells, beta-arrestin-GFP redistribution (AID 1961); U2OS GPR55 beta-arrestin-GFP redistribution imaging; higher % means a stronger effect; activation, % at 10 µM, or EC50 in µM where a hit was titrated; hit rate 0.048% among 290,000;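 active = activation above 40% with more than 50 cells counted in the well; inconclusive = wells holding fewer than 50 cells, flagged as toxic or sparse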;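 note: U2OS osteosarcoma cells stably expressing GPR55 and beta-arrestin-GFP; plate controls were DMSO negative control for no effect and LPI positive control for full effect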
KOR beta-arrestin-1 = kappa opioid receptor activators – cell-based, luminescence, uHTS, primary screen (AID 1777) | KOR beta-arrestin recruitment, luminescence; higher % means a stronger effect | activation, % at 10 µM, or EC50 in µM where a hit was titrated | hit rate 0.02% among 280,000; in the data active = activation above about 50%, passing the limit was not always enough; note: a part of the inactive calls stands beside numbers as strong as those of hits
NOD1 inhibition = inhibition of NOD1-driven NF-kB reporter – cell-based, luminescence, uHTS, primary screen (AID 1578); NOD1-driven NF-kB luciferase reporter cells, luminescence; higher % means a stronger effect; one-dose inhibition, % at 4 µM; EC50 in µM for titrated hits; hit rate 1% among 290,000; in the data active = inhibition mostly above about 36%, no sharp cut-off; inactive = mostly below about 34%;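 note: HEK-293T reporter cells stimulated with the NOD1 agonist gamma-tri-DAP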
Myeloid diff MLP = myeloid differentiation induction. ER-HoxA9 myeloid progenitors, lysozyme-GFP differentiation, flow cytometry. calls only at 10 µM. hit rate 1% among 360,000. AID 624256;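 active = normalized GFP-positive differentiation at or above the plate's own cutoff, the solvent-only control mean plus 3 SD; inconclusive = no clear call, values can overlap the other calls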;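 note: cells exposed to compound for four days before flow analysis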
KOR beta-arrestin-2 = kappa opioid receptor blockers – cell-based, luminescence, uHTS (AID 1778); hit rate 0.091% among 290,000; inhibition, % at 10 µM, or IC50 in µM where a hit was titrated; KOR beta-arrestin recruitment, luminescence, antagonist mode; higher % means a stronger effect; note: strong numbers were not always called active
NTR1 agonist = agonists of NTR1, primary screen, imaging, U2OS cells, beta-arrestin-GFP, high content (AID 493036); NTR1-U2OS beta-arrestin-GFP spot imaging, agonist mode; P30989; activation, % at 20 µM; hit rate 0.17% among 330,000;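 active = activation at or above 40% of the spot to cytoplasm intensity ratio, with at least 20 cells analyzed; inconclusive = wells under 20 cells, flagged as cytotoxic or low count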;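 note: 0% = DMSO without peptide and 100% = 100 nM NTR1 peptide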
Target sequence (P30989 whole entry, looked up): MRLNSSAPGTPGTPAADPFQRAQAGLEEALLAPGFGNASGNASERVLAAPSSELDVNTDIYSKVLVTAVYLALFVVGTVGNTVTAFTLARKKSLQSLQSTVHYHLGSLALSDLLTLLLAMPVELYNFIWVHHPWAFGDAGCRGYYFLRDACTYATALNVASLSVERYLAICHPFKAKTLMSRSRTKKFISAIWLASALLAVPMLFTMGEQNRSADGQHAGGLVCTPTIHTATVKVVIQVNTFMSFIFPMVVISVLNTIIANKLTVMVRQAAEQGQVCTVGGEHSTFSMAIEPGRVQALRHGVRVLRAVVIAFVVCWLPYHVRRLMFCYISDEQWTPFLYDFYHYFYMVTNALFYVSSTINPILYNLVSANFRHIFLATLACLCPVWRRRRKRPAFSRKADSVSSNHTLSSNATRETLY
HEK293 NOD2/NF-kB = inhibition of NOD2-driven NF-kB reporter – cell-based, luminescence, uHTS, HEK293 (AID 1566) | HEK293 NOD2/NF-kB luciferase reporter, luminescence; higher % means a stronger effect | hit rate 0.63% among 290,000 | inhibition, % at 4 µM, or EC50 in µM where a hit was titrated; note: many of its hits are not listed in these tables
T cell HTS vesicle-bound % = recorded beside T cell HTS, whose call it bears; double positive events, %; measured here: CD8+ vesicle-bound cell fraction;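 binding gate set so that unloaded-vesicle control wells show 10% double positive cells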
NTR1 agonist cell count 20 µM = also measured in NTR1 agonist; calls as there; cell count; measured here: cell count, cytotoxicity flag
Myeloid diff MLP GFP+ MAC1+ % = further read-out of Myeloid diff MLP, marked with its call; GFP+ MAC1+ double positive, %; measured here: differentiation confirmed by MAC1 staining
* = called active by the depositor; i = inactive; ? = inconclusive; . = no result given; + = active, no number; [ ] = another dose, or the depositor's remark. Cut-off read from the data, not from the text of the source, unless noted: active = inhibition above about 50%; inactive = the rest.

SMILES,GPR55 LPI antagonism,T cell HTS,T cell HTS vesicle-bound %,GPR55 activation,KOR beta-arrestin-1,NOD1 inhibition,Myeloid diff MLP,Myeloid diff MLP GFP+ MAC1+ %,KOR beta-arrestin-2,NTR1 agonist,NTR1 agonist cell count 20 µM,HEK293 NOD2/NF-kB
COc1ccccc1-c1ccc(=O)n(CC(=O)NC(C)(C)C)n1,3%,i,11,-0.1%,0.0%,0%,i,0.8,-5%,1.0,57,-19%
O=C(NNC(=O)c1ccc(SCC2CCCO2)c([N+](=O)[O-])c1)c1ccc(F)cc1 (stereo unspecified),14%,i,32,-0.4%,-1.6%,-3%,i,3.6,20%,-0.5,62,15%
COc1ccc(-c2[nH]ncc2Oc2ccccc2OC)c(O)c1,10%,i,22,-0.4%,-0.8%,.,+,4.1*,11%,1.9,77,-4%
COc1ccc(CNC(=O)CSc2nc(SC)ns2)cc1,2%,i,59,-0.2%,-5.3%,-26%,i,0.3,12%,0.5,55,5%
COc1ccccc1C(c1nnnn1C(C)(C)C)N1CCN(C(=O)c2ccco2)CC1 (stereo unspecified),6%,i,2,-0.2%,1.1%,2%,i,0.0,14%,-0.8,67,10%
COCC(=O)N1CCC(Oc2ccc(C(=O)NC(C)c3nccs3)cc2)CC1 (stereo unspecified),20%,i,70,-0.1%,0.5%,-33%,i,0.3,23%,-0.4,67,8%
COc1cc(Br)c(Br)c(Br)c1N,1%,i,56,-0.1%,4.9%,1%,i,0.4,-34%,-0.4,42,-2%
COc1ccc(/C=C/C(=O)c2ccc(C(=O)/C=C/c3ccc(OC)c(OC)c3)cc2)cc1OC,6%,.,.,-0.1%,4.9%,-5%,i,1.0,-6%,29,87,34%
CCCn1c(CN2CCN(C(=O)c3ccco3)CC2)nc2c1c(=O)n(C)c(=O)n2C,-8%,i,28,-0.3%,-2.0%,-10%,i,4.9,4%,-1.4,57,13%
NS(=O)(=O)c1ccc(CCNC(=O)c2ccc(S(=O)(=O)N3CCCCC3)cc2)cc1,4%,i,32,-0.1%,-3.5%,5%,i,0.4,-3%,-0.6,82,17%
Cc1ccc(S(=O)(=O)N2c3ccccc3-c3c(ssc3=S)C2(C)C)cc1,6%,i,45,-0.2%,1.1%,15%,i,0.1,32%,9.3,69,-13%
C=CCn1c(C)cc(C(=O)COC(=O)C2CC(=O)N(Cc3ccccc3)C2)c1C (stereo unspecified),-19%,i,31,-0.2%,5.2%,-8%,i,0.4,3%,3.1,71,8%
O=C(O)CC1(CC(=O)N2CCC(C(=O)O)CC2)CCCC1,3%,i,56,0.0%,-4.8%,-5%,i,0.4,-17%,0.3,63,9%
COc1ccc2oc(=O)c(C(=O)N3CCN(C(=O)c4ccccc4)CC3)cc2c1,-2%,i,38,1.1%,-0.8%,-4%,i,2.0,0%,-1.0,40,8%
CC(=O)C1=C(O)C(=O)OC1c1ccc(C)cc1 (stereo unspecified),14%,i,53,-0.7%,0.5%,-1%,i,0.3,-9%,1.6,29,18%
Cn1c(=O)c2c(SCC(=O)N3CCCC3)nc(-c3ccccc3)nc2n(C)c1=O,16%,i,17,0.0%,2.6%,-26%,i,0.7,12%,1.4,47,6%
CCOc1cc(-c2nnc(-c3ccco3)o2)cc(OCC)c1OCC,2%,i,48,0.8%,-1.5%,-16%,i,6.8,-17%,2.1,54,-5%
O=C(N/N=C/c1cn(-c2ccccc2)nc1-c1cccs1)c1ccc(Cl)cc1,3%,i,30,0.4%,-2.0%,42%,i,0.3,18%,7.5,55,-13%
Cc1cc2ccccn2c1C(=O)c1ccc(F)cc1,-4%,i,20,-0.2%,-1.6%,-25%,i,0.3,-8%,-0.4,40,-18%
Cc1ccc2nc(-c3ccncc3)c(Nc3ccccc3)n2c1,-1%,i,4,-0.2%,5.2%,-23%,i,0.2,26%,1.1,66,2%
O=C(Cc1ccc(Cl)cc1)N/N=C/c1ccncc1,-8%,i,45,-0.1%,-3.1%,-27%,i,0.1,18%[20 µM],0.5,54,9%
COc1cc(-c2noc(C3CCCN(C(=O)c4c(F)cccc4F)C3)n2)cc(OC)c1OC (stereo unspecified),6%,i,39,0.6%,-1.4%,-18%,i,0.5,-28%[20 µM],0.4,65,16%
CCN1CCCC1CNC(=O)c1ccccc1Cl (stereo unspecified),5%,i,35,0.5%,1.5%,-1%,i,0.0,-14%,-0.4,57,-2%
N#Cc1ccc(N2C(=O)[C@@H]3C(C(=O)C(c4ccccc4)c4ccccc4)=NN[C@@H]3C2=O)cc1,19%,i,7,0.1%,4.4%,-23%,i,0.5,-12%,0.3,36,12%
CCc1ccc(OCc2nnc(SCC(=O)NCC3CCCO3)n2C)cc1 (stereo unspecified),11%,i,47,0.2%,-0.6%,-8%,i,3.9,-22%,-2.1,60,-9%
O=c1oc2ccccc2cc1-c1cn(-c2ccccc2)c(=S)[nH]1,-1%,i,51,-0.2%,7.3%,98%*,?,.,-149%,6.1,47,81%*
CCN(C(=O)Cc1c(C(=O)O)n(CC)c2ccccc12)c1ccccc1C,14%,i,18,0.3%,0.1%,-7%,i,0.6,7%,3.0,50,10%
CCOC(=O)c1cccc(NC(=O)CCCn2c(=O)c3cccn3c3cccnc32)c1,-2%,i,37,-0.2%,3.3%,18%,i,0.7,16%,1.6,70,20%
CCOc1ccc2nc(NC(=O)Nc3cccs3)sc2c1,5%,i,36,2.3%,0.1%,-90%,i,1.4,8%,3.2,77,-157%
COC(=O)Nc1ccc2c(c1)N(C(=O)CCN1CCN3CCCC3C1)c1ccccc1S2 (stereo unspecified),16%,i,19,0.0%,-2.8%,0%,i,0.9,19%,0.8,70,10%

(further entries)
SMILES,GPR55 LPI antagonism,T cell HTS,T cell HTS vesicle-bound %,GPR55 activation,KOR beta-arrestin-1,NOD1 inhibition,Myeloid diff MLP,Myeloid diff MLP GFP+ MAC1+ %,KOR beta-arrestin-2,NTR1 agonist,NTR1 agonist cell count 20 µM,HEK293 NOD2/NF-kB
Cn1c(=O)n(Cc2ccccc2)c2ccccc21,2%,i,60,0.6%,5.8%,-19%,i,5.5,-16%,0.8,71,1%
CCCCN(C)Cc1c(C(=O)N2CCc3ccccc3C2)nc2ccc(Cl)cn12,1%,i,55,0.6%,.,-30%,i,0.5,-20%[20 µM],1.9,53,3%
Cc1ccc(S(=O)(=O)N2CCCC2)cc1[N+](=O)[O-],10%,i,5,0.2%,-0.4%,-10%,i,0.2,26%,5.7,43,15%
CC(C)C[C@H](NC(=O)N1CCn2c1nc1ccccc12)C(=O)N[C@@H](C(=O)O)c1ccccc1,-3%,i,43,-0.1%,.,-6%,+,6.2*,.,-0.5,88,12%
O=C(O)CC(CC(=O)Nc1ccc2ccccc2n1)c1ccccc1 (stereo unspecified),7%,i,23,-0.2%,-4.1%,-3%,i,0.3,9%,0.2,60,9%
NS(=O)(=O)c1cc(C(=O)N2CCc3ccccc32)c(Cl)cc1Cl,-5%,i,34,0.0%,-3.7%,8%,i,0.1,1%,7.7,85,22%
COc1ccc(N=C2S/C(=C\c3ccc(OCC(=O)O)cc3)C(=O)N2CCc2c[nH]c3ccccc23)cc1,6%,.,.,-0.1%,-3.2%,-32%,i,0.8,-30%[20 µM],2.2,83,7%
O=C(c1cccc(S(=O)(=O)N2CCCC2)c1)c1cccc(S(=O)(=O)N2CCCC2)c1,-3%,i,6,0.5%,-3.7%,40%,i,1.9,17%,3.1,47,33%
CN(c1ccc(OCC(=O)Nc2nc(-c3ccccc3)cs2)cc1)S(=O)(=O)c1ccc(F)cc1,22%,i,56,0.2%,5.6%,14%,i,0.9,6%,5.2,72,1%
CN(C)CCNC(=O)c1ccccc1,4%,i,34,0.1%,1.2%,-22%,i,1.8,-18%,-0.6,85,0%
CCOc1c(Br)cc(Br)cc1/C=C1\SC(N)=NC1=O,16%,i,51,-0.2%,4.5%,29%,i,0.5,-19%,-0.9,54,0%
Cc1ccc(NC(=S)N(C)N)cc1Cl,3%,i,32,-0.1%,-5.8%,-21%,i,0.8,-1%[20 µM],-1.7,59,-1%
Cc1cc(C)n2nc(C(=O)N/N=C/c3ccccc3Cl)nc2n1,0%,i,16,0.6%,0.1%,-16%,i,0.0,-18%,-1.3,58,6%
COc1ccc(-n2c(=O)c3c(C)c(C)sc3n(Cc3cccc(F)c3)c2=O)c(OC)c1,3%,i,46,-0.3%,8.5%,3%,i,1.2,-14%,7.2,48,19%
CCC(C)C(NC(=O)C(C)NC(=O)CNC(=O)CNC(=O)OCc1ccccc1)C(=O)OC (stereo unspecified),10%,i,24,-0.2%,0.3%,-11%,i,1.0,25%,0.3,46,10%
O=C(Nc1ccc2c(c1)OCCO2)C1CCN(S(=O)(=O)c2cccs2)CC1,-5%,i,57,0.3%,4.0%,-16%,i,5.3,15%,0.4,59,24%
COc1ccc(-c2nsc3c(SCc4ccccc4)ncnc23)cc1,6%,i,31,-0.3%,-4.0%,-5%,i,0.8,-44%,1.6,53,-8%
COc1ccccc1N1CCN(CCCCOc2ccc(C)cc2C)CC1,19%,i,53,-0.1%,5.6%,-23%,i,0.9,-4%,1.8,65,-21%
CCn1c(=O)[nH]c(=O)c2c(N)c(C(=O)c3cc(F)ccc3F)sc21,-5%,i,38,0.0%,1.1%,4%,i,0.6,-3%,0.4,54,19%
Cc1ccc(NC(=O)Cn2cccc2C2=NC(c3ccccc3)CO2)cc1C (stereo unspecified),16%,i,52,1.4%,4.3%,-21%,i,0.0,9%,1.0,41,7%
CCOC(=O)C1CCN(c2cc(=O)n(-c3ccc(OC)cc3)c(=O)[nH]2)CC1,6%,i,45,-0.3%,0.4%,-2%,i,1.5,-16%,-1.3,98,9%
CCSCCOC(=O)C1=C(C)N(C)C(=O)NC1c1ccc2c(c1)OCO2 (stereo unspecified),2%,i,47,-0.1%,-1.8%,-33%,i,0.5,-49%[20 µM],0.2,73,3%

Compound activity from PubChem BioAssay.

This is a subset, so the mix of outcomes need not match the whole.
